# Source: PubChem (National Center for Advancing Translational Sciences (NCATS))
# 12-LOX inh: inhibitors of human 12S-lipoxygenase ALOX12; purified 12hLO, xylenol orange hydroperoxide absorbance; actives 1.1% (n = 580,000); Potency, µM (titrated, usually from 108 µM), inactives show at the highest dose activity change, negative = inhibition, actives largely listed as inhibitors; P18054; active = well fitted inhibition curve with a large enough effect; inconclusive = small, poorly fitted or top-dose-only effect, or another doubt; inactive = no such curve, though single readings can be large or run the other way
# Target sequence (P18054 whole entry, looked up): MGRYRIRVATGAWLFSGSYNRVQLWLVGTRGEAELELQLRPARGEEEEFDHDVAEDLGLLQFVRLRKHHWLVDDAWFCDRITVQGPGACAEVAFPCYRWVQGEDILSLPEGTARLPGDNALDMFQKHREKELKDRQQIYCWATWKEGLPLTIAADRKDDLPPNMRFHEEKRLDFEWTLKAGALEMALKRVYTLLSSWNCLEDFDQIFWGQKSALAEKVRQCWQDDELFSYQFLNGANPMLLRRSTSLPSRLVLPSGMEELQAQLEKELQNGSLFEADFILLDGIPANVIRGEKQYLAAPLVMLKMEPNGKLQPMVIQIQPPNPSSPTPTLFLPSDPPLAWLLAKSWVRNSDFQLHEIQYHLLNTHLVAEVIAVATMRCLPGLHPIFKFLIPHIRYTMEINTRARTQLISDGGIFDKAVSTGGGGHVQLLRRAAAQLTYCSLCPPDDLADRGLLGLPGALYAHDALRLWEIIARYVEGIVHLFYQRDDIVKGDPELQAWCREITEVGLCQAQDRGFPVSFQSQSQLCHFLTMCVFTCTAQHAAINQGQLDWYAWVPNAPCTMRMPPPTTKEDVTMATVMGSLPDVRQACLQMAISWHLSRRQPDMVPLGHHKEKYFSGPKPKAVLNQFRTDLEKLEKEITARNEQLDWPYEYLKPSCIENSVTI
#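 Purified human 12hLO (150 nM final) in 25 mM Hepes, 0.01% Triton X-100, pH 7.0 was preincubated 15 min at room temperature with compound. Then 40 uM arachidonic acid was added, 30 min. Hydroperoxide was read by Fe-XO absorbance ratio 573/405 nm.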
# The depositor's hits bear a star; ? = inconclusive; [ ] = another dose, or the depositor's remark. % is scaled to controls: 0 for no effect and ±100 for the full control effect; potency is read from the fitted curve at half-maximal effect. These rows are one share of the data (hit frequency here may not be typical).
SMILES,12-LOX inh
CCNc1ccnc(NC2CCCc3c2cnn3-c2ccc(C)c(C)c2)n1 (centres undefined),-5.0%
O=C(NCC1Cc2cc(F)cc(-c3cnccn3)c2O1)C1COc2ccccc2O1 (centres undefined),0.5%
CNC(=O)c1cc[nH]c1C1CCCN(C(=O)c2noc(C)c2Cn2cccn2)C1 (centres undefined),27.5%
CCCS(=O)(=O)N1CCC(N2CC(OCC3CC3)C23CCOCC3)CC1 (centres undefined),33.6%[activator]
N#Cc1ccc(N2C[C@@H]3OCC(=O)N(CC4CCCCC4)[C@@H]3C2)nc1,8.1%[176 µM]
O=C1CCN(C(=O)C2CCN(C(=O)c3cccs3)CC2)CCCCCCN1,43.7%[activator]
O=C(CCc1ccccc1)N1CC(Oc2ccc(-c3noc(C4CC4)n3)cc2)C1,-1.0%
O=C(c1cccs1)N1CCC2(CC1)NC(=O)N(Cc1ccc(F)cc1)C2=O,?
Cc1nc(N2CCCCC2)n(CC(=O)Nc2ccc(Cl)cc2)c(=O)c1C,-8.6%
C#CCN1C(=O)[C@]2(OCCC=C[C@H]2C)c2ccccc21,1.0%
COc1ccc(C(=O)N2CCC3(CC2)NC(=O)c2ccccc2O3)cc1,39.9%[activator][176 µM]
COCCc1noc(-c2ccc(N(C)CCc3cnn(C)c3)nc2)n1,17.4%
CC(C)CCN1CCn2c(nn(-c3ccc(Cl)cc3)c2=O)C1,1.9%[6.33 µM]
CN1CCC(N2CC[C@@H]3[C@H]2C(=O)NC[C@H](CCC(=O)Nc2ccccc2)N3C)CC1,86.8%[activator][176 µM]
Cc1ncc2c(c1CNC(=O)COc1ccc(F)cc1)CCNC2,?
COc1ccc(F)c(C(=O)N2CCC3(CC2)[C@H](O)C[C@@H]3O)c1F,22.5%
COc1ccc(C(=O)N2CC(=O)N(C3CCCCC3)CC(OCc3ccncc3)C2)c(OC)c1 (centres undefined),16.0%
Cc1ccc(-c2cc(N3CCCN(C(=O)c4ccccc4F)CC3)n[nH]2)cc1C,-8.7%
COCCC1(CO)CCCN(C(=O)c2cc(C3CC3)[nH]n2)C1 (centres undefined),-6.7%
CN(CCCO)C(=O)c1cccc(CC2CCNCC2)c1,20.2%
Cc1ccc(Cl)cc1N1CCN(C(=O)CCn2ccn3nc4c(c3c2=O)CCCC4)CC1,8.9%
Cc1ccc(SC2CCN(Cc3cc4n(n3)CCNC4)CC2)cc1,16.2%
CC(C)c1noc([C@@H]2C[C@H]3C(=O)NCCCCCCN(C(=O)CCC4CCCC4)[C@H]3C2)n1,2.0%
Cc1ccc(C(=O)N2CC(CO)C3(CCNCC3)C2)c(C)c1 (centres undefined),38.6%[activator]
COc1ccccc1CCNc1ncnc2sc(C(=O)N3CCCN(C=O)CC3)c(C)c12,2.5%

# Structural class: those above containing an aryl methoxy group
SMILES,12-LOX inh
COc1ccc(C(=O)N2CCC3(CC2)NC(=O)c2ccccc2O3)cc1,39.9%[activator][176 µM]
COc1ccc(F)c(C(=O)N2CCC3(CC2)[C@H](O)C[C@@H]3O)c1F,22.5%
COc1ccc(C(=O)N2CC(=O)N(C3CCCCC3)CC(OCc3ccncc3)C2)c(OC)c1 (centres undefined),16.0%
COc1ccccc1CCNc1ncnc2sc(C(=O)N3CCCN(C=O)CC3)c(C)c12,2.5%

# Returning to the listing; the four compounds before the break are reprinted first.
SMILES,12-LOX inh
Cc1ccc(SC2CCN(Cc3cc4n(n3)CCNC4)CC2)cc1,16.2%
CC(C)c1noc([C@@H]2C[C@H]3C(=O)NCCCCCCN(C(=O)CCC4CCCC4)[C@H]3C2)n1,2.0%
Cc1ccc(C(=O)N2CC(CO)C3(CCNCC3)C2)c(C)c1 (centres undefined),38.6%[activator]
COc1ccccc1CCNc1ncnc2sc(C(=O)N3CCCN(C=O)CC3)c(C)c12,2.5%
COc1ccc(C(=O)N2CCCn3nc(C)c(-c4ccccc4C(C)C)c32)cn1,7.5%[176 µM]
COc1ccc(-c2cc(C(=O)NCc3c(C)cc(C)[nH]c3=O)c3c(c2)N(C)CCO3)cn1,0.7%[176 µM]
COC1CN(c2ccc(C)cc2)C12CCN(C(=O)C1CCCC1)CC2 (centres undefined),13.9%
Cn1nccc1-c1ncc2c(n1)OCCN(Cc1ccc(F)cc1F)C2=O,6.0%[176 µM]
CN(CCCc1cnn(C)c1)C(=O)[C@H]1CNC[C@@H](C(=O)N2CCOCC2)C1,?
COCCOc1cc(-c2noc([C@@H]3CCCN3C3CCN(C(C)=O)CC3)n2)ccn1,75.0%[176 µM]
Cc1ccc(NC(=O)N2C[C@@H](F)C[C@H]2C(=O)N2CCCCC2)cc1C,62.1%[activator]
O=C(NCc1ccccc1)c1cnc(Cc2c[nH]c3ccccc23)c(I)c1,?
C[C@]1(CO)[C@H]2Cc3sc(-c4ccccc4)nc3[C@@H](CC(=O)O)[C@]2(C)CC[C@H]1O,-1.1%[176 µM]
O=C(Nc1cccnc1)N1CCOC[C@H](Oc2ccc(C(F)(F)F)cc2)C1,52.1%[activator][176 µM]
COc1ccc(C(=O)N2C[C@@H]3C[C@H](C2)c2c(NC(=O)c4cncnc4)ccc(=O)n2C3)cc1,9.5%
Cn1nccc1CN1CC(Oc2ccc(F)c(F)c2)C1,75.0%[activator][176 µM]
O=C(CN1CCOC1=O)N1CCC2(CCC(=O)N(CCCn3ccnc3)C2)CC1,?
COc1ccccc1-c1ccc(CN2CCCC(c3nc4ccc(C)cc4c(=O)[nH]3)C2)cc1 (centres undefined),?
COc1ccc(-c2ccnc(-c3nnc(C)n3CCN3CCOCC3)c2)cc1OC,-25.1%[176 µM]
O=C(CCC1CCCC1)N1CCC2(CC1)CC(O)CCO2 (centres undefined),12.0%
O=C(C1CCN(C(=O)N2CC3CC(C2)[C@H]2CCCC(=O)N2C3)CC1)N1CCOCC1 (some centres undefined),37.3%[activator]
Cc1ccc(S(=O)(=O)NCC2CCN(C(=O)C(=O)c3cc4ccccc4o3)CC2)cc1,-19.4%
COCCNC(=O)c1ccc2nccn2c1,26.5%[176 µM]
CN(C(=O)CCc1ccc2c(c1)OCO2)C1CCCN(C2Cc3ccccc3C2)C1 (centres undefined),13.8%
CCCN1CCC[C@H]1c1nc(-c2ccc(NCCOC)nc2)no1,20.9%[176 µM]
O=C(O)CCC1CCCN(S(=O)(=O)c2cccc(F)c2)C1 (centres undefined),2.1%
Cc1nn(C)c(C)c1S(=O)(=O)NC1CCc2nn(CC3CC3)c(=O)n2CC1 (centres undefined),0.0%
CCCn1ccnc1-c1c(-c2ccccc2)ncn1CCCC(=O)OC,-5.1%
CCN1CCN(C(=O)CC2CCCN(c3cnn(CC4CC4)c(=O)c3)C2)CC1 (centres undefined),-7.1%
# Remaining list, next part
SMILES,12-LOX inh
Cn1cc(CN[C@H]2C[C@H]3C(=O)NC[C@@H](CCC(=O)NCc4ccccc4)N3C2)c2ccccc21,82.1%[activator]
CC(C)CNc1nccc(C2(c3ccccc3Cl)CCNCC2)n1,?
O=C(NCC1COc2ncncc2C(=O)N1Cc1ccccc1)c1ccn[nH]1 (centres undefined),-24.2%[176 µM]
CC(C)Oc1ccc2c(NC(=O)c3cccnn3)nn(CC(F)(F)F)c2c1,93.7%[activator]
O=C(c1ccccc1Cl)N1CCC(n2cc(-c3nc(-c4ccccc4)no3)nn2)CC1,0.0%
CC(C)(C)CN1CCC2(CC1)CN[S+](=O)([O-])c1cccnc1O2,5.6%[6.33 µM]
CC(C)OCCCNc1nc2c(S(=O)(=O)c3ccc(Br)cc3)nnn2c2ccccc12,3.8%[6.33 µM]
CCn1cc(CN2C[C@@H]3C(=O)N(Cc4ccc5c(c4)OCO5)C(=O)[C@@H]3C2)cn1,14.2%
CCCNC(=O)CC(c1ccccc1OC)c1c[nH]c2c(CC)cccc12 (centres undefined),3.7%
CC(C)CNC(=O)CN1CCOc2c(O)cc(-c3cccc(Cl)c3)cc2C1,22.9%
O=C(NCc1cccc(C(F)(F)F)c1)c1ccc2nccn2c1,45.9%[activator][176 µM]
O=C(c1ccncc1)N1CC2CCC(C1)N2Cc1ccc(-c2cccs2)cc1,-0.1%[6.33 µM]
Cc1nc(C2CCCCN2C(=O)c2ccco2)n[nH]1 (centres undefined),?
COc1ccc([C@@H]2CN(C(=O)CCc3c(C)noc3C)C[C@H]2N(C)C)cc1,-7.6%
COCC(=O)Nc1ccc([C@H]2OCC(=O)N[C@@H]2CO)cc1,47.9%[activator][176 µM]
O=C(Nc1cccc(C(F)(F)F)c1)N1CC2CC(C1)[C@H]1CCCC(=O)N1C2 (some centres undefined),27.2%
COCCc1nncn1C1CCN(S(=O)(=O)c2cc(F)ccc2F)CC1,13.4%
CN1CCCCCC(O)c2cc(C(=O)N3CCN(C4CCCCC4)CC3)ccc21 (centres undefined),19.1%
COc1ccccc1CN1Cc2cc(NC(=O)c3ccc(C#N)cc3)ccc2OC(C)C1=O (centres undefined),25.9%
COc1ccc(-c2nc3c(c(-c4ccccc4)n2)CN([S+](=O)([O-])c2c(C)noc2C)CC3)cc1,27.2%
CCn1ccc(C(=O)N2CCC3(CC2)NCCc2c3[nH]c3ccccc23)n1,-9.0%
NCCN1C(=O)CO[C@H](c2ccc(NC(=O)NCc3ccccc3)cc2)[C@H]1CO,10.9%[176 µM]
O=C(O)CCC(=O)N1CCC(N(Cc2ccccc2)C2CCOCC2)CC1,20.8%
Cc1ccc(C)c(C(=O)N2[C@@H]3CC[C@H]2CC(NC(=O)c2cnc(C)cn2)C3)c1 (some centres undefined),49.1%[activator]
COCCOC1CCN(C(=O)c2c[nH]c3ccccc23)CC1,33.9%[activator]

# Random excerpt: 2 records from the list, in no set order.
SMILES,12-LOX inh
Cn1nccc1CN1CC(Oc2ccc(F)c(F)c2)C1,75.0%[activator][176 µM]
CNC(=O)c1cc[nH]c1C1CCCN(C(=O)c2noc(C)c2Cn2cccn2)C1 (centres undefined),27.5%

# Continued:
SMILES,12-LOX inh
C[C@@H]1CN([C@H](C)CO)C(=O)CCCn2cc(nn2)CO[C@H]1CN(C)C(=O)Oc1ccccc1,3.2%
CC(C)C(=O)NCCc1noc(C2CC2)n1,-1.8%
Cc1ccc(C(=O)N2C3CCCC2CC(=O)C3)cc1,20.2%[176 µM]
C=CCn1nc(C(=O)N2CCOCC2)c2c1CCC(NCC1(c3ccccc3)CCCCC1)C2 (centres undefined),98.9%[activator]
CCOc1ccc(C(=O)N2CCCN(c3cc(-c4ccc(F)cc4)[nH]n3)CC2)cc1,46.6%[activator]
C[C@H](O)c1c(-c2ccc(F)cc2)noc1C(=O)N1CCC1,8.5%[176 µM]
Cc1cn2nc(C(=O)Nc3ccc4c(c3)OCO4)cc2c(N(C)Cc2ccccc2)n1,43.7%[activator]
O=C(Nc1ccsc1)O[C@@H]1CO[C@H]2[C@@H]1OC[C@@H]2Nc1nccc(-c2cccc(F)c2)n1,?
O=C(Cc1cccc(F)c1)N1CC(c2nnc(-c3ccncc3)o2)C2(CCOCC2)C1 (centres undefined),16.4%
O=C(NCc1nnc2ccc(-c3ccc(F)cc3)nn12)c1cccc(C(F)(F)F)c1,10.7%
COC(=O)C1=C(C)N(Cc2ccc(C(F)(F)F)cc2)C(=NCC2CC2)NC1c1ccccc1C(F)(F)F (centres undefined),?
Cn1ncc2c(C(=O)NCc3ccncc3)cc(-c3ccc(F)cc3)nc21,?
COCCn1ccc2c(C3=CCOCC3)nc(-c3cccc(C(N)=O)c3)cc21,-17.2%[176 µM]
CCC(=O)N1CCC2(CC1)CC(N1CCN(CC(C)C)CC1)CCO2 (centres undefined),5.7%
CCCNc1ncc(CN2CCCC(c3ccc(C(=O)O)cc3)C2)cn1 (centres undefined),26.4%
CN(C)[C@@H]1[C@@H](NS(=O)(=O)c2cc(F)c(F)cc2F)[C@H]2CCO[C@H]21,18.4%
COc1cccc(-c2cc3c(ccn3C(C)C)c(C(=O)NCc3c(C)cc(C)[nH]c3=O)n2)c1,?
CCCCS(=O)(=O)N1CCC(n2cc(CN3CCCC3)nn2)CC1,58.9%[activator]
CCCNC(=O)C(C)(C)Oc1nn(Cc2ccccc2)c2ccc(COC)cc12,-2.4%[176 µM]
CCn1cnnc1CC1CCN(C(=O)c2cccc(C)c2)C1 (centres undefined),35.5%[activator]
CN(C(=O)CCc1cn(C)c2ccccc12)c1ccc(Oc2cccnc2)cc1,-16.5%
COCc1cc(=O)n(CC(=O)Nc2cccc(Cl)c2C)c(N2CCOCC2)n1,-10.5%
O=C(c1ccccn1)N1CC2(Cc3ccccc3NC2=O)C1,-10.0%[12.5 µM]
N#Cc1ccc(NC2CC(c3cc(N4CCC(O)C4)ncn3)C2)nc1 (centres undefined),6.7%
Cc1nccnc1N1CCC(N2CCCC(C(=O)NCCc3ccccc3)C2)CC1 (centres undefined),27.7%
# New compounds follow
SMILES,12-LOX inh
CC(=O)N1CCc2ccc(C(=O)N3CCC(C)CC3)cc21,36.8%[activator]
COCC(=O)NC[C@H]1O[C@@H](CC(=O)NCc2ccc(F)cc2)[C@H](O)[C@@H]1O,29.6%[176 µM]
CCc1noc(-c2cn(C3CCN(C(=O)c4cc(OC)cc(OC)c4)CC3)nn2)n1,?
CC(C)C1c2nccn2CCCN1C(=O)CN1CCCC1=O (centres undefined),27.4%
Cn1nc(C(=O)NC2CCN(C(=O)N3CC4CC(C3)[C@H]3CCCC(=O)N3C4)CC2)c2ccccc21 (some centres undefined),15.3%
Cc1nc(CCNC(=O)C2CC2)no1,2.9%
Cc1cc(Cl)ccc1-c1ccccc1C=O,12.9%[12.5 µM]
CCCCCCCCN1C(=O)[C@@H](CC(=O)N2CCCC2)C[C@@]2(C(=O)OC)C1=C[C@H](COCc1ccccc1)O[C@@H]2C,-23.0%
CC(=O)c1cccc(NC(=O)Cn2c(-c3ccc(F)cc3)nc(C)c(CCO)c2=O)c1,14.1%
Fc1ccc(Cc2nc3nccc(-c4ccsc4)n3n2)cc1,15.6%
Cc1ncccc1C(=O)N[C@@H]1CN(Cc2ccccc2)C[C@H]1CN(C)C,18.9%
CCOC(=O)N[C@H](C(=O)N1CCC[C@H]1C(=O)NCCc1ccccc1Cl)C1CCCCC1,3.0%
CC(O)C(C)O (centres undefined),12.0%[176 µM]
CCCN1CCCCC12Cc1ccccc1CN(C(=O)CC)C2 (centres undefined),34.8%[activator]
